# MITF inh: MITF inhibitors, primary screen, biochemical, AlphaScreen, human; Microphthalmia-associated transcription factor (Homo sapiens), O75030; AlphaScreen MITF homodimerization, bead proximity signal; inhibition, % at 2.6 µM; 0.91% of 650,000 active; AID 1259374, 2018; in the data active means inhibition above about 50%;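 further: 0% = vehicle wells with protein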
# Target sequence (O75030 whole entry, looked up): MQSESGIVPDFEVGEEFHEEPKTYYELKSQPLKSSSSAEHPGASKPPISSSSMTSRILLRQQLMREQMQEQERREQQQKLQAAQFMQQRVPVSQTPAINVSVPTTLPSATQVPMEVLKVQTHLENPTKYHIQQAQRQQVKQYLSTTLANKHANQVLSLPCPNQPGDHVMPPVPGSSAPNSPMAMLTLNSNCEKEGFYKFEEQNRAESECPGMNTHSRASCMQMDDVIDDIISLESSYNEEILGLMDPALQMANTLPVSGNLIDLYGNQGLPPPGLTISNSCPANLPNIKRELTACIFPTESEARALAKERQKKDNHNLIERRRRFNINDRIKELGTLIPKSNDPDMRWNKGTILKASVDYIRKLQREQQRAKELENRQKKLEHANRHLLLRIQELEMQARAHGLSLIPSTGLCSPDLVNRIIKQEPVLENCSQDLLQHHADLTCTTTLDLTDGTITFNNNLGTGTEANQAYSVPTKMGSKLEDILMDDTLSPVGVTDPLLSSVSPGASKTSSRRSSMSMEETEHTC
# FBW7 act: FBW7 E3 ligase activators, primary screen, biochemical, AlphaScreen, human; F-box/WD repeat-containing protein 7 (Homo sapiens), Q969H0; AlphaScreen FBW7–phospho-cyclin E peptide binding, activator screen; normalized activity (activation), % at 26.1 µM; 0.13% of 650,000 active; AID 1259310, 2017; in the data active means normalized activity above about 1.9%;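 further: purified mutant Fbw7 with reduced substrate affinity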
# TEAD-YAP inh: TEAD-YAP interaction inhibition, primary screen, TEAD-YAP interaction inhibitor project, luminescence, HEK-TIYL cells | TEAD-Gal4/YAP UAS-luciferase luminescence | inhibition, % at 9.12 µM | 1.4% of 640,000 active | AID 1259422, 2018; in the data active means inhibition above about 32%;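 further: 0% = median of test compound wells and 100% = reference inhibitor wells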
# GPR151 activ: activators of human GPR151, primary screen, cell-based, PathHunter beta-arrestin, luminescence | G-protein coupled receptor 151 (Homo sapiens), Q8TDV0 | PathHunter beta-arrestin GPR151 cells | activation, % at 11.2 µM | 1% of 650,000 active | AID 1508602, 2020; in the data active means activation above about 4.9%;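 further: 0% = median of compound wells and 100% = cells with positive control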
# Target sequence (Q8TDV0 whole entry, looked up): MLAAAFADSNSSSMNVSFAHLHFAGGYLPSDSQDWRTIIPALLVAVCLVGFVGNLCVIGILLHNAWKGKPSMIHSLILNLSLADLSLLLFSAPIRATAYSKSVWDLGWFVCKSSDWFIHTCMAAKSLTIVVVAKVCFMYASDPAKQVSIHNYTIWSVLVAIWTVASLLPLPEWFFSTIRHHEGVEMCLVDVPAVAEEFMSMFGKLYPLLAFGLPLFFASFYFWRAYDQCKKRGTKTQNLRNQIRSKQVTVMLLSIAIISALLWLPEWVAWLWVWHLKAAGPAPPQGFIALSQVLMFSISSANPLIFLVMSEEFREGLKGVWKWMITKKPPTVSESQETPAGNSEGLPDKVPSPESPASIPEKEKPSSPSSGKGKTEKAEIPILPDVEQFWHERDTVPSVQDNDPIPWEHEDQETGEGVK
# An asterisk follows results filed as active; x = not tested or not shown.
SMILES,MITF inh,FBW7 act,TEAD-YAP inh,GPR151 activ
CCOc1ncccc1C(=O)Nc1cc(C)c([N+](=O)[O-])cc1OC,12,-0.1,11,3.5
CCC(C)NCCOc1cccc(Br)c1 (stereo not drawn),61*,-0.1,-2,-1.4
COc1ccc(C)cc1S(=O)(=O)N(C)CC(=O)Nc1ccc(F)cc1,17,0.6,5,-0.7
Cc1c(C(=O)NC(=S)Nc2ccc3oc(-c4ccccc4F)nc3c2)oc2ccccc12,8,0.1,-2,0.1
Cc1ccc(S(=O)(=O)N2CCN(CCC(N)=O)CC2)cc1,16,1.1,-3,-1.4
COc1ccc(NC(=O)Nc2ccc3ccccc3c2)cc1OC,7,-0.1,-42,-0.7
COc1ccc(CCC(=O)N2CCN(C3CCCCC3)CC2)cc1,17,0.3,-1,-0.3
c1nc(NCCN2CCOCC2)cc(NCc2ccc3c(c2)OCO3)n1,-1,-0.1,1,-0.7
c1ccc(Oc2ccccc2-c2cnc3c(NCCc4ccncc4)nccn23)cc1,10,0.6,2,0.7
COc1cc(OC)cc(C(=O)Oc2coc(CSc3nccn3C)cc2=O)c1,-15,-0.2,11,4.1
COc1cc(C[C@H]2C(=O)OC[C@@H]2Cc2ccc(OC)c(OC)c2)ccc1O,-4,-0.1,x,3.5
CC(C)(C)C1CCc2c(sc(NC(=O)c3ccccc3)c2C(=O)NCc2ccco2)C1 (stereo not drawn),6,-0.1,12,-0.9
CCc1oc2cc(OC(C)C)ccc2c(=O)c1-c1ccc2c(c1)OCCO2,-9,0.1,1,0.2
CN(Cc1ccccc1)C(=O)CCC1CCN(C(=O)C2COc3ccccc3O2)CC1 (stereo not drawn),5,0.1,9,-0.1
O=C(Cn1nnc2ccccc21)NC(c1ccccc1)c1ccccc1,-3,-0.1,-26,-0.6
CCS(=O)(=O)c1n[nH]c(=O)[nH]c1=O,9,-0.1,-6,0.0
O=C(Cc1ccccc1)NCCCc1ccccc1,11,0.0,2,-0.6
O=C(N/N=C/c1ccccc1Cl)c1cccs1,-2,-0.1,-53,-4.1
COCCCNc1c(-c2ccccc2)c(=O)c1=O,3,-0.1,11,1.7
CCCC(c1nnnn1C(C)C)N1CCN(c2ccccc2F)CC1 (stereo not drawn),-8,-0.1,5,-0.4
O=C(NCc1cccc(C(F)(F)F)c1)c1ccnc(N2CCc3ccccc3C2)c1,-3,0.2,-5,0.5
CC(C)N(CCNc1nc(Nc2ccc(-n3ccnc3)cc2)nc2c1ncn2-c1ccccc1)C(C)C,8,-0.2,34*,1.8
O=C(NCCN1CCCC1)c1ccccc1I,6,-0.2,-4,-0.7
CCOC(=O)c1ccc(N2CCN(c3cc(C)ccc3C)CC2)c(NC(=O)Nc2ccc(Cl)cc2)c1,4,0.0,1,1.4
O=C(Nc1ccc(F)cc1)Nc1cccc2cccnc12,10,0.2,-2,3.0
O=C(O)c1ccc(N2Cc3ccccc3C2)cc1O,-3,0.0,-9,-6.7
CC(C)CC(=O)NC1(C(F)(F)F)C(=O)N(Cc2ccccc2)C2=C1C(=O)CC(C)(C)C2 (stereo not drawn),6,0.5,13,0.7
CS(=O)(=O)CS(=O)(=O)C1=C(N2CCOCC2)C2CCN1CC2,0,-0.1,-7,-0.6
O=C(CSc1nc2ccsc2c(=O)n1CCc1ccc(Cl)cc1)c1ccccc1,0,0.1,-1,-0.3
Cc1ccc(SCC(=O)N2CCOCC2)cc1,3,0.0,-26,0.1
C=CCSc1nc(N)c(C(=O)Nc2cccc(F)c2)cc1C#N,1,-0.1,-2,-0.8
O=C(NCc1ccc2c(c1)OCO2)c1cnc2ccccn12,3,-0.1,-16,0.2
CC(C)CN1CCN(Cc2nc3ccccc3n2C)CC1CCO (stereo not drawn),-1,-0.1,2,1.7
CCCNC(=O)C(=O)NCCc1ccccc1Cl,0,-0.1,-7,0.6
O=C(Cc1ccc(Cl)cc1)Nc1ccc(N2CCOCC2)cc1,16,0.2,-1,1.1
CCOC(=O)c1sc(NC(=O)c2nn3c(c2Cl)NC(c2ccc(Br)cc2)CC3C(F)(F)F)c(C(=O)OCC)c1C (stereo not drawn),3,0.1,-2,-0.6
NNC(=O)c1ccc(Cc2ccccc2)o1,-15,0.0,-13,0.9
COc1ccc(C(=O)NNC(=O)c2cccc(Cl)c2)c(OC)c1,-5,-0.1,16,-8.3
Cc1ccc(C)c(NC(=O)Cn2ncn3cccc3c2=O)c1,-11,0.1,-5,1.2
COc1cc(Br)c(/C=N/Nc2nnc(C)n2N)cc1OC,-2,-0.6,4,-0.1
Cc1cc(NC(=O)CSc2nncc(=O)n2N)no1,11,-0.2,6,1.2
c1ccc(CNc2nnc(SCCOc3ccccc3)s2)cc1,-1,-0.1,-11,-1.8
CC(=Nc1cccc2ccccc12)c1c(O)n(C)c(=O)n(C)c1=O,1,0.3,8,1.3
CCC(CC)C(=O)Nc1nnc(SCC(=O)NC2CCCCC2)s1,-3,0.1,12,-0.7
CCc1ccc(CNC(=O)Cn2ncc3c(Cl)cccc32)cc1,19,0.5,-3,0.1
COC(=O)c1ccc(COC(=O)c2ccc3c(c2)S(=O)(=O)c2ccccc2C3=O)cc1,-1,0.1,-13,1.5
CCC1(CC)Cc2ccccc2C(N2CCOCC2)=N1,0,0.2,9,0.5
O=C(c1ccc(-c2ccccc2)cc1)n1cccn1,12,0.1,11,-0.8
CCOC(=O)C1CCCN(C(=S)NC2CCCC2)C1 (stereo not drawn),-2,-0.1,-1,-0.1
CCOC(=O)c1cnc(-c2ccncc2)nc1C(F)(F)F,18,0.1,6,-0.9
NS(=O)(=O)c1ccc2nc(NC(=O)CSc3ccc(Cl)cc3)sc2c1,-2,-0.1,-4,1.4
COc1ccccc1OCC(=O)N1CCC2(CC1)OCc1cccc(OC)c1O2,12,0.4,20,2.5
O=C(/C=C/c1ccc([N+](=O)[O-])cc1)c1cccs1,11,-0.1,-5,1.8
O=C(Nc1ccccc1Cl)NC1(C(=O)NCCCN2CCOCC2)CCCCC1,-8,-0.2,-17,1.0
CC(O)CNC(=O)C1CCN(c2nc3ccccc3n2C)CC1 (stereo not drawn),10,0.5,2,0.1
O=C(Nc1ccccc1I)c1c(O)c2ccccc2[nH]c1=O,7,0.0,-11,-0.8
CN(Cc1ccccc1)C(=O)c1nc2ccccn2c1CN1CCC(N2CCOCC2)CC1,-13,-0.1,2,-0.7
CCCCc1ccc(C(=O)On2c(-c3ccc(Br)cc3)nc3ccccc3c2=O)cc1,-12,-0.4,-4,0.6
COc1cccc(NC(=O)C(=O)N/N=C/c2ccc(OCc3ccccc3)c(OC)c2)c1,-4,-0.1,-51,-0.6
CC1CCN(C(=O)CN2C(=O)c3ccccc3C2=O)CC1,-16,0.1,2,-0.5

# Brought forward from above: 3 compounds, followed by the next part.
SMILES,MITF inh,FBW7 act,TEAD-YAP inh,GPR151 activ
CCCCc1ccc(C(=O)On2c(-c3ccc(Br)cc3)nc3ccccc3c2=O)cc1,-12,-0.4,-4,0.6
COc1cccc(NC(=O)C(=O)N/N=C/c2ccc(OCc3ccccc3)c(OC)c2)c1,-4,-0.1,-51,-0.6
CC1CCN(C(=O)CN2C(=O)c3ccccc3C2=O)CC1,-16,0.1,2,-0.5
CC(=O)c1ccc(OCc2cc(C(=O)N(C)Cc3ccccn3)no2)cc1,-1,1.2,-50,-2.0
Cc1cccc(Cn2c(N3CCOCC3)nc3c2c(=O)[nH]c(=O)n3C)c1,17,0.3,7,0.8
CC(=O)Oc1ccc(C(=O)Nc2ccncc2)cc1,4,0.1,2,-0.7
Cc1ccc(OCCCNCC(C)O)c(I)c1 (stereo not drawn),-4,0.1,5,0.0
O=C(N/N=C/c1ccccc1O)c1[nH]ncc1Br,38,-1.1,-26,-4.9
O=C(CSc1ccccc1)N1CCCC(c2ccn[nH]2)C1 (stereo not drawn),26,1.3,-8,1.0
NC(=O)c1ccc(NC(=O)CN2CCN(S(=O)(=O)c3cc(Cl)ccc3Cl)CC2)cc1,22,0.5,5,0.1
CS(=O)(=O)c1ccc(N2CCCC2c2nc3ccccc3s2)c([N+](=O)[O-])c1 (stereo not drawn),5,-0.3,-9,0.7
O=C(Nc1cccc(F)c1)c1cc2c(=O)n3ccccc3nc2s1,-6,0.0,-6,0.7
Cc1ccc2nc(NC(=O)c3ccc(F)cc3)sc2c1,5,0.0,-80,-1.8
Nc1c(C(=O)NCc2ccccc2)nnn1Cc1ccc(Br)cc1,19,0.3,15,1.7
CC(=O)c1ccc(OCC(=O)NCc2ccc(Cl)cc2)cc1,-7,0.1,5,-0.8
CCOC(=O)CCN1C(=O)[C@H]2[C@H]3[C@H](O)[C@H](O)C/C(=N\NC(=O)OCC)[C@@H]3CC[C@H]2C1=O,-7,-0.2,x,1.3
O=C1CCCN1CCCNc1nc(-c2csc3ccccc23)nc2c1ncn2CCN1CCCC1=O,-5,0.0,-4,-1.0
Cc1ccc(Sc2ccc(C(=O)OCC(N)=O)cc2[N+](=O)[O-])cc1,9,0.2,-1,3.3
O=C(NCc1ccccn1)c1nnc(Cc2ccc(Cl)cc2)o1,-5,0.0,-10,-0.7
CC(C)(C)C(=O)Nc1ncnc2sc3c(c12)CCCC3,13,0.1,-10,0.1
CC12CC(c3cc(Br)ccc3O1)C(C(=O)c1ccccc1)C(=O)N2 (stereo not drawn),18,-0.3,13,-0.7
O=C(NCc1ccc(Cl)cc1)c1ccc(N2CC3CC(C2)c2cccc(=O)n2C3)c(NS(=O)(=O)c2ccc(F)cc2)c1 (stereo not drawn),18,-0.4,-6,0.3
CN(C)c1oc(COc2ccc(Cl)cc2Cl)nc1S(=O)(=O)c1ccccc1,-10,-0.1,-9,-0.3
CCCCCCSc1nnc2c(n1)OC(c1ccsc1)Nc1ccccc1-2 (stereo not drawn),10,0.0,0,1.8
CCN(CC)c1ccc(C(=O)Nc2ccc3nc(N4CCOCC4)cc(C)c3c2)cc1,-4,0.2,10,-0.1
NC(=O)C1CCCN(Cc2ccc3c(c2)CN(Cc2ccccc2Cl)CCO3)C1 (stereo not drawn),-3,0.5,-12,-1.2
COCCNC(=O)Cn1nc(-c2ccc(OC)cc2)ccc1=O,4,0.0,5,1.0
Cc1c(C(=O)c2cccc(F)c2)c2ccccn2c1CCC#N,2,0.1,11,-0.1
CC(C)CNC(=O)c1cc(-c2cccc(Br)c2)nc2ccccc12,8,0.3,13,-0.8
CCN(CCO)C(=O)c1cnc2scc(-c3ccccc3Cl)n2c1=O,13,0.2,15,3.8
O=C(N/N=C/c1cccc(F)c1)c1c(O)c2cc(F)ccc2[nH]c1=O,7,0.1,4,-0.3
COC(=O)c1ccc(CNC(=O)C(=O)Nc2cc(Cl)ccc2OC)cc1,2,-0.1,-5,0.2
c1cncc(CNc2ccnc(-c3csc4ccccc34)n2)c1,18,0.2,-12,-2.3
Cn1c(C(=O)O)c(CC(=O)N2CCCC2)c2ccccc21,12,0.2,-7,2.0
O=C(N/N=C/c1ccc(O)cc1)/C(=C/c1ccccc1)NC(=O)c1ccccc1,-25,0.1,3,-0.2
Cc1cccc(Cn2cc(SCC(=O)Nc3cc(C)on3)c3ccccc32)c1,0,0.1,2,0.8
CC(=O)N(C(C)=O)c1c(C)ccc2c1C(=O)c1ccccc1C2=O,-4,0.1,3,0.2
Cc1c(CCOC(=O)C23CC4CC(CC(C4)C2)C3)sc[n+]1CCCS(=O)(=O)O,13,0.0,8,-1.2
COc1ccc(NC(=O)c2ccc(OC(C)=O)cc2)cc1O,3,-0.1,13,-0.7
O=C(NCc1ccccc1)NCc1nc(-c2cccnc2)n[nH]1,2,-0.1,-4,-0.6
C=CC(=O)N(C)c1nc(-c2ccccc2)cs1,4,-0.1,9,-0.4
COc1nc(Nc2ccc(C(C)=O)cc2)nc(OC)n1,17,0.0,-3,-0.6
O=C(NNC(=O)c1ccc([N+](=O)[O-])o1)c1ccc([N+](=O)[O-])cc1,-7,-0.1,1,0.0
CC(C)[C@@H](Cn1nc(-c2ccc(F)c(F)c2)ccc1=O)NC(=O)C1CC1,20,0.2,0,-0.4
O=C(CN1CCN(c2ccc(Cl)cc2)CC1)Nc1ccc2c(c1)OCO2,17,0.4,11,-0.7
Clc1ccc(C2CC(c3cccs3)Nc3ncnn32)cc1 (stereo not drawn),7,-0.1,7,-0.6

# Reformatted field by field: entries from further up.
CCCNC(=O)C(=O)NCCc1ccccc1Cl
  MITF inh = 0; FBW7 act = -0.1; TEAD-YAP inh = -7; GPR151 activ = 0.6

O=C(Cc1ccc(Cl)cc1)Nc1ccc(N2CCOCC2)cc1
  MITF inh = 16; FBW7 act = 0.2; TEAD-YAP inh = -1; GPR151 activ = 1.1

CCOC(=O)c1sc(NC(=O)c2nn3c(c2Cl)NC(c2ccc(Br)cc2)CC3C(F)(F)F)c(C(=O)OCC)c1C (stereo not drawn)
  MITF inh = 3; FBW7 act = 0.1; TEAD-YAP inh = -2; GPR151 activ = -0.6

NNC(=O)c1ccc(Cc2ccccc2)o1
  MITF inh = -15; FBW7 act = 0.0; TEAD-YAP inh = -13; GPR151 activ = 0.9
